Screening data from PubChem BioAssay.
UPR CHOP act: activators of apoptotic CHOP UPR arm, primary screen, cell-based, CHO-CHOP luciferase reporter, luminescence, uHTS | AID 449763, 2010 | activation, % at 10 µM | 0.34% of 330,000 active | UPR activation; percent of tunicamycin response over DMSO baseline;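 active = at 10 µM dose, activation of 40% or more, normalized to positive control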;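 note: 100% = tunicamycin at 10 µg/mL and 0% = DMSO alone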
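Test system: CHO-CHOP cells, stable luciferase reporter of PERK-eIF2a-CHOP signalling | Quantity: 500 CHO-CHOP cells per well | Buffer or medium: F12 plus 10% serum | Compound dosing: 10 µM single point, 0.5% DMSO | Schedule: 6 h compound treatment, 37 °C | Signal: Luciferase luminescence | Control set: Tunicamycin high control, DMSO low control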
APJ antag: antagonists of human apelin receptor APJ, primary screen, CHO-K1 cells, beta-arrestin complementation, luminescence | inhibition, % at 20 µM | 0.32% of 330,000 active | AID 2521, 2010;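 active = inhibition above about 40% at 20 µM, limit read from the data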;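 note: cells challenged with 10 nM apelin-13 agonist together with compound; plate controls were apelin-13 plus DMSO wells for no effect and DMSO wells lacking apelin-13 for full effect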
tim23-1 inh: growth inhibitors of tim23-1 mutant yeast, primary screen, luminescence, uHTS | AID 463212, 2010 | S. cerevisiae tim23-1 growth, BacTiter-Glo luminescence, 24 h | inhibition, % at 20 µM | 1.3% of 330,000 active;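 active = growth inhibition of the mutant yeast at or above 50%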;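 note: temperature-sensitive mutant grown at 25 °C; plate controls were DMSO-treated mutant yeast for no effect and medium wells lacking yeast for full effect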
APJ ag: agonists of human apelin receptor APJ, primary screen, CHO-K1 cells, PathHunter beta-arrestin, luminescence; 0% DMSO wells, 100% apelin; activation, % at 20 µM; 0.11% of 330,000 active; AID 2520, 2010;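 active = activation more than six SD over the plate average, tested at 20 µM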;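 note: 0% = DMSO alone and 100% = apelin-13 at 10 nM; some results filed as inactive read as strong as hits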
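Test system – PathHunter CHO-K1 APJ (AGTRL-1) beta-arrestin reporter cells · Input – 1000 cells/well · Compound – single test compound dose, 20 µM final, 1% DMSO · Times – compound stimulation 90 min at 25 °C, detection 60 min · Technique – beta-gal luminescence · Read-out basis – APJ–arrestin association signal · Control set – negative DMSO alone, positive Apelin-13 at 10 nM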
CXCR6 block: CXCR6 receptor inhibitors, primary screen, cell-based, beta-arrestin, luminescence, CHO-K1 PathHunter, 1536-well; C-X-C chemokine receptor type 6 (Homo sapiens), O00574; inhibition, % at 20 µM; 0.36% of 360,000 active; in the data active = inhibition above about 34%, passing the limit was not always enough;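 note: antagonist mode with CXCL16 agonist at 10 nM final; 0% = 10 nM CXCL16 with DMSO and 100% = unstimulated wells without agonist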
Target sequence (O00574 whole entry, looked up): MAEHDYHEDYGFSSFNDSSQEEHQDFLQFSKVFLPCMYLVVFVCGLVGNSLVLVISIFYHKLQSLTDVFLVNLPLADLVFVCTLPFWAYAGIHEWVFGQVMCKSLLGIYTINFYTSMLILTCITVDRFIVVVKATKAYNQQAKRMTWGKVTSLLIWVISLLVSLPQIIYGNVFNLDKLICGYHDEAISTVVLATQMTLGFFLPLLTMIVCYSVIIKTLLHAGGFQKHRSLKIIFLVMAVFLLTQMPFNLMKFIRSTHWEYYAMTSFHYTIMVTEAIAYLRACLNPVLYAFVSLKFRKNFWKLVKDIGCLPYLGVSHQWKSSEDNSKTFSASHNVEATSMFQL
UPR XBP1 act: activators of adaptive XBP1 UPR arm, primary screen, cell-based, CHO-XBP1 luciferase reporter, luminescence, uHTS; IRE1-XBP1 UPR activation; percent of tunicamycin response, DMSO as zero; activation, % at 20 µM; 0.33% of 330,000 active; AID 463104, 2010;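 active = versus positive control, 20 µM dose yields 30% or more activation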;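 note: 100% = tunicamycin at 10 µg/mL and 0% = DMSO only wells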
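Material: CHO-XBP1 cells stably carrying IRE1-XBP1-driven luciferase reporter / Amount: 1000 cells per well / Compound: 20 µM, 1% DMSO / Times: 6 h treatment, 37 °C / Detection: luciferase luminescence / Measure: % activation of reporter signal versus tunicamycin and DMSO controls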
Mdm2 MdmX PPI: inhibitors of human Mdm2-MdmX association, primary screen, cell-based, luminescence, split luciferase, SaOS-2, uHTS; Protein Mdm4 (Homo sapiens) + E3 ubiquitin-protein ligase Mdm2 (Homo sapiens), …; SaOS-2 split-luciferase Mdm2/MdmX complementation; inhibition, % at 8 µM; 3% of 330,000 active; AID 485346, 2010;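 active = inhibition of at least 50% at 8 µM in the primary screen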
CCR6 antag: CCR6 receptor antagonists, primary screen, cell-based, CHO-K1, luminescence, beta-arrestin, uHTS; CHO-K1 CCR6 PathHunter beta-arrestin, CCL20-stimulated; AID 493098, 2011; inhibition, % at 20 µM; 0.49% of 340,000 active; C-C chemokine receptor type 6 (Homo sapiens), P51684;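 active = compounds whose inhibition of the agonist-driven luminescence signal at 20 µM reaches about 50%, limit read from the data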;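 note: cells stimulated with CCL20 at 14 nM final; plate controls were DMSO with CCL20 for no effect and DMSO without agonist for full effect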
Target sequence (P51684 whole entry, looked up): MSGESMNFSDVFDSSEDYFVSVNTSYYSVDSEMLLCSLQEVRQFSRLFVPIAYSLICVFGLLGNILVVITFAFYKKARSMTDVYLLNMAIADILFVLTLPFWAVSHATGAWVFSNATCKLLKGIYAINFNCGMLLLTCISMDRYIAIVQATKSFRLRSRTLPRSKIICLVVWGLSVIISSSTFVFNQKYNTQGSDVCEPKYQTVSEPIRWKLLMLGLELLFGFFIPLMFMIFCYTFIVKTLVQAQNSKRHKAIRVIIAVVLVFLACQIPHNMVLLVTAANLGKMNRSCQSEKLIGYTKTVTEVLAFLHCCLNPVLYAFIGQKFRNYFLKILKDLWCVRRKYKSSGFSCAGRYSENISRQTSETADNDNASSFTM
EBI2 antag: EBI2 receptor antagonists, beta-arrestin recruitment, primary screen, cell-based, luminescence, 7a,25-OHC stimulation, uHTS; G-protein coupled receptor 183 (Homo sapiens), P32249; 7a,25-OHC stimulated; inhibition, % at 5 µM; 0.81% of 360,000 active; AID 651636, 2012; in the data active = inhibition above about 38%;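 note: enzyme fragment complementation signal reports receptor beta-arrestin coupling in cells; 0% = agonist plus DMSO wells and 100% = wells without agonist; some results beyond the cut were filed as inactive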
Target sequence (P32249 whole entry, looked up, the tested form may be a part): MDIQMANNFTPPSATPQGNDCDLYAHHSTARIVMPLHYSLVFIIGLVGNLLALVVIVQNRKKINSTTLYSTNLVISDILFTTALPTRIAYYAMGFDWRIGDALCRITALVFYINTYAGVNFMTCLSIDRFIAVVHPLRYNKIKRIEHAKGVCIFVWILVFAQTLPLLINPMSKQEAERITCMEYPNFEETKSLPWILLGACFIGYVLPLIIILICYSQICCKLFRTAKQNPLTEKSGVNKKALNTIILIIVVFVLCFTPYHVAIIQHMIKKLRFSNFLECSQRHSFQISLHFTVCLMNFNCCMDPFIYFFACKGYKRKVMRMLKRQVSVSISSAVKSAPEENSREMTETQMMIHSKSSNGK
Numbers without * were called inactive.

SMILES | UPR CHOP act | APJ antag | tim23-1 inh | APJ ag | CXCR6 block | UPR XBP1 act | Mdm2 MdmX PPI | CCR6 antag | EBI2 antag
O=C(CCc1nc2ccccc2c(=O)[nH]1)OCC(=O)N1CCN(S(=O)(=O)c2ccccc2)CC1 | 0.7 | 10 | 11 | -5 | -1 | -2 | 14 | -8 | -4
CCOC(=O)c1c(NC(=O)CSc2nc3ccccc3s2)sc(C)c1C | -1.9 | 9 | 7 | -3 | 10 | -2 | 5 | 21 | 13
COc1ccc(-c2csc(N(CCc3ccccc3)C(=O)COc3ccccc3)n2)cc1 | -2.2 | 5 | 2 | -1 | 6 | 1 | 5 | 10 | 29
Cc1ccc(-n2c(SCC(N)=O)nc(O)cc2=O)cc1 | -1.3 | 2 | 3 | -4 | -10 | 1 | -7 | 2 | -15
CCN1CCN(Cc2c(O)c(Cl)cc3c(C)cc(=O)oc23)CC1 | 1.1 | -13 | 11 | -1 | -16 | 1 | -2 | -6 | -4
O=C(NCCC1=CCCCC1)c1cnsn1 | 4.3 | 12 | 6 | -5 | -2 | 0 | -34 | 29 | -3
CCOC(=O)c1c(NC(=O)CC)sc(C(C)=O)c1C | -1.0 | -3 | 15 | -3 | 4 | 1 | -11 | 5 | -12
Cc1ccc(C(C)C)c(OCC(=O)c2c(O)c3ccccc3oc2=O)c1 | 1.3 | 13 | 17 | 0 | -5 | -1 | 17 | 10 | -7
CS(=O)(=O)c1ccccc1-c1nc(-c2ccc(C(F)(F)F)cc2)no1 | 3.8 | -3 | 44 | -2 | -2 | 2 | 11 | 2 | -2
O=C(NCC1CCCCC1)c1cccc(Br)c1 | 2.1 | 1 | 18 | 1 | 6 | 4 | -27 | 17 | 1
OC1CN=C2C=CC=CN2C1 (stereo not given) | -0.2 | 1 | 6 | 1 | 2 | 0 | 9 | 14 | -5
O=C(NCCc1nc2ccccc2[nH]1)/C(=C/c1ccco1)NC(=O)c1ccco1 | -1.7 | 9 | -8 | -3 | 8 | -2 | 29 | 5 | -14
CC(=O)Nc1nonc1NC(=O)COc1ccccc1 | 1.0 | -10 | 15 | -1 | -6 | 1 | -2 | -8 | 2
COc1cccc(OC)c1C(=O)N=c1sc2cc(S(C)(=O)=O)ccc2n1C | 0.5 | 11 | -3 | -2 | -1 | -2 | 13 | -9 | -3
Cc1cccc(-c2oc3ccccc3c2C#CCCCCO)c1 | 0.4 | -9 | 6 | 5 | -1 | 2 | 30 | 1 | -8
CCOC(=O)C1CCN(Cc2c(O)ccc3ccccc23)CC1 | 0.3 | -38 | 9 | -1 | -15 | -1 | 24 | 8 | 2
CC12CCC(C(=O)N(CCC#N)CCC#N)(CC1=O)C2(C)C (stereo not given) | -0.3 | 14 | 11 | -1 | 0 | -2 | -17 | 3 | 0
Cc1cccc2cc(CN(CCCN(C)C)C(=S)NCCc3ccccc3)c(=O)[nH]c12 | 0.4 | 15 | 5 | -3 | -4 | -1 | 28 | 11 | 6
Cc1nc(N)sc1-c1csc(N(C)c2ccc(O)cc2)n1 | 5.0 | -11 | 13 | 0 | 4 | 4 | -33 | 10 | -8
Cc1ccc(S(=O)(=O)N2CCN(C(=O)CSC3CCCC3)CC2)c(C)c1 | -0.9 | 9 | 32 | -7 | -9 | -3 | 55* | 2 | 8
COc1cccc2sc3cc(NCC[C@@H]4CCCN4C)ccc3c(=O)c12 | 2.1 | 10 | 25 | 6 | 8 | 6 | -9 | 27 | 15
CCn1nnnc1NCc1cccn1C | -2.6 | 4 | -21 | -2 | 7 | -2 | 19 | -19 | -3
CC(=O)NCC1CCCN(C(=O)c2oc3c(F)cccc3c2C)C1 (stereo not given) | 0.0 | 5 | -1 | -2 | -5 | 2 | 1 | -8 | -4
NC(=O)c1nsc(C(=O)N(c2ccccc2)C(C(=O)NC2CCCCC2)c2ccc(O)cc2)c1N (stereo not given) | -0.3 | 20 | 14 | -1 | 4 | 0 | 23 | 17 | 32
Cc1c(NC(=S)NC(=O)c2cc3ccccc3o2)cccc1C(=O)O | 3.9 | 7 | -11 | -1 | 16 | -4 | 7 | 24 | 0
CC(=O)c1cccc(NS(=O)(=O)c2c(C)noc2C)c1 | 0.7 | 9 | 9 | 6 | -5 | 1 | -24 | 12 | 4
COc1ccc(N(CC(=O)Nc2cccc(C(=O)O)c2)S(=O)(=O)c2c(C)noc2C)cc1 | 7.0 | 4 | 7 | -2 | 1 | 1 | 16 | 4 | 0
CCOCCCn1c(C)nc2c(c1=O)c1nc3ccccc3nc1n2-c1ccc(C)cc1 | 2.1 | -14 | 8 | -3 | -1 | -1 | -16 | 5 | -10
COc1ccc(C(C(=O)NCC2CCCO2)N(Cc2cccs2)C(=O)c2snc(C(N)=O)c2N)cc1 (stereo not given) | 0.6 | -2 | 12 | 2 | -4 | -4 | 52* | 12 | -32
Cc1cccc2c(=O)c(C(=O)NCCc3ccccc3)c[nH]c12 | 3.9 | 6 | 11 | 7 | 0 | 3 | 18 | 3 | 10
O=C(NCCCN1CCOCC1)c1cc(-c2ccco2)nc2ccccc12 | 1.1 | -11 | -14 | -1 | -6 | 1 | 13 | 7 | -21
CC1(C)C(=O)Nc2ccccc2N1C(=O)COc1ccc(C#N)cc1 | -0.3 | -3 | -6 | 0 | 3 | 0 | 7 | -3 | 3
C=CCN1C(=O)N(c2ccccc2)C(=O)C1CC(=O)Nc1ccc(OC)cc1 (stereo not given) | 2.2 | -11 | 19 | -2 | -4 | -2 | -23 | 12 | -7
Brc1ccccc1Cn1c(-c2cscn2)nc2ccccc21 | 1.8 | -14 | 28 | -6 | 10 | 3 | 46 | -15 | 11
O=S(=O)(Nc1cccc2[nH]ncc12)c1cccs1 | 0.6 | -7 | 9 | -4 | -5 | -3 | -41 | 6 | -10
COc1ccc(C(=O)C2CCN(C(=O)c3ccc(F)cc3)CC2)cc1 | -0.1 | 5 | -3 | 0 | -8 | -4 | 32 | 2 | 30
CC1CCc2c(nc3nc[nH]n3c2=O)C1 (stereo not given) | 0.1 | 12 | 6 | 0 | -4 | -10 | 12 | 1 | -1
CNC(=O)C1Cc2ccccc2CN1S(=O)(=O)c1ccc(OC)c(OC)c1 (stereo not given) | 3.4 | 6 | 18 | 2 | -2 | -3 | -8 | 10 | -4
CCC(=O)N1CCc2cc(S(=O)(=O)CCC(=O)N3CCN(c4ccc(C(C)=O)cc4)CC3)ccc21 | -0.9 | -6 | 7 | 1 | -9 | -4 | -4 | 5 | 7
CC#CC[N+](C)(C)CCCCCCCC | 0.7 | -6 | 0 | 2 | 4 | -2 | 8 | 5 | 2
N#C/C(=C\c1cccs1)C(=O)NCC1CCCO1 (stereo not given) | 3.9 | -11 | 15 | -6 | 3 | 3 | -6 | -1 | -8
CCOCCCn1c(SCC(=O)NC2CCCC2)nc2ccccc2c1=O | -1.3 | -3 | 16 | -7 | 11 | 2 | 10 | 28 | 5
Cc1ccccc1NC(=O)COC(=O)c1ccc(S(=O)(=O)N2CCCCCC2)cc1 | 0.7 | 23 | -5 | -9 | -6 | -2 | 29 | 8 | -2
Cc1c(S(=O)(=O)Nc2ccc(Oc3ccccc3)cc2)c(=O)n(C)c(=O)n1C | -0.4 | -14 | 3 | 1 | -4 | -1 | 0 | -19 | -4
Cc1cc(NC(=O)CN2C(=O)NC(C)(c3ccc(Cl)cc3)C2=O)no1 (stereo not given) | -0.5 | -21 | 16 | -1 | 1 | 1 | 0 | -3 | 1
O=C(CN1C(=O)/C(=C2\SC(=S)N(C3CCS(=O)(=O)C3)C2=O)c2ccccc21)Nc1ccccc1 (stereo not given) | 4.0 | -13 | 9 | 0 | 8 | -2 | 36 | 27 | 4
CNC(=S)NC12CC3CC(CC(C3)C1)C2 | -1.6 | 5 | 19 | -3 | 2 | -2 | 7 | 0 | -8
O=C(O)c1ccccc1OCCN1CCCC1=O | -1.6 | 14 | -2 | -2 | -2 | 1 | 5 | 17 | 14
O=C1N=C(N2CCCCC2)S/C1=C\c1ccccc1F | 7.7 | -4 | 20 | 2 | 3 | 0 | -24 | 16 | 0
COc1ccc(CN2C(=O)NC3(CCCC3)C2=O)cc1F | -2.9 | 14 | 1 | -3 | 1 | -4 | -2 | 10 | -8
CCCCC(SCC(=O)Nc1ccccc1)C(=O)O (stereo not given) | 0.7 | 13 | -2 | -2 | 2 | 1 | 7 | 13 | 9
CNc1ccc([N+](=O)[O-])cc1C(=O)O | -2.0 | 8 | 12 | 2 | 0 | -4 | -10 | 9 | 0
CCC(C(=O)NCCC(C)C)n1ccc2cc(S(=O)(=O)N3CCCCC3)ccc21 (stereo not given) | 1.9 | -41 | 5 | 2 | -2 | -3 | 26 | 10 | -4
NNC(=O)c1ccc(COc2cccc3ccccc23)cc1 | 1.6 | -2 | 23 | -1 | -4 | 0 | 12 | -2 | -6
N#Cc1cc(-c2ccccc2)nnc1Oc1ccccc1 | -0.5 | 11 | 7 | 1 | -1 | 1 | 13 | -1 | -5
NC(=O)C1(N2CCCCC2)CCN(C(=S)Nc2ccc(F)c(Cl)c2)CC1 | -2.6 | -11 | 8 | -3 | -11 | -4 | 48 | 9 | -10
Cn1cc(CNC(=O)c2ccc3nc(Cc4ccccc4F)oc3c2)cn1 | -0.1 | 12 | 16 | 0 | 2 | 0 | -48 | 14 | -9
COc1cc(C2C(C(=O)c3cccs3)=C(O)C(=O)N2c2cc(C)on2)ccc1O (stereo not given) | 0.3 | 25 | 15 | 2 | -4 | -1 | 4 | 7 | 1
Oc1c(Br)cc(Br)cc1CNc1cnc2ccccc2c1 | 1.1 | -4 | 72* | -3 | -2 | -6 | -9 | 13 | 1

Part of the list above, reduced to CXCR6 block and CCR6 antag.
smiles	CXCR6 block	CCR6 antag
COc1cc(C2C(C(=O)c3cccs3)=C(O)C(=O)N2c2cc(C)on2)ccc1O (stereo not given)	-4	7
CCC(C(=O)NCCC(C)C)n1ccc2cc(S(=O)(=O)N3CCCCC3)ccc21 (stereo not given)	-2	10

Only part of the results is shown; count on the stated rates, not on these rows.
